Compound activity from PubChem BioAssay.
Jurkat NFkB inh = lowers PMA/ionomycin-induced NF-kB signal in Jurkat cells | PMA/ionomycin-induced NF-kB luciferase reporter, luminescence | inhibition, % at 4 µM | 330,000 compounds, 0.53% hits; in the data active = inhibition above about 50%
Mdm2 MdmX PPI = disrupts the human Mdm2-MdmX interaction. 330,000 compounds, 3% hits. SaOS-2 split-luciferase Mdm2/MdmX complementation, luminescence. inhibition, % at 8 µM;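 active = inhibition of at least 50% at 8 µM in the primary screen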
Target sequence (O15151 whole entry, looked up): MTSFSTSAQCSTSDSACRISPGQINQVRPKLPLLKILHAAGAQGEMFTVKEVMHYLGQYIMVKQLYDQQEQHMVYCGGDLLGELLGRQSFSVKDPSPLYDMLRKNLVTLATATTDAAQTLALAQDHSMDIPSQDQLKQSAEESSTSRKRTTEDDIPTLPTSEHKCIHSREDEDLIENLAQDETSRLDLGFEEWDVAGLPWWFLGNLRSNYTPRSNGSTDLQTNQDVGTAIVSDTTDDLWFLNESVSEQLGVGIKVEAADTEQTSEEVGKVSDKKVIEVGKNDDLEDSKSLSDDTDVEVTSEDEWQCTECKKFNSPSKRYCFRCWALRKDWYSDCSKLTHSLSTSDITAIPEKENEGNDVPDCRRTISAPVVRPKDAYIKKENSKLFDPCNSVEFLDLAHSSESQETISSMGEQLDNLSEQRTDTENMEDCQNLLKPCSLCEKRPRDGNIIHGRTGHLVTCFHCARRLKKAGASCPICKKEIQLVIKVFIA
Target sequence (Q00987 whole entry, looked up): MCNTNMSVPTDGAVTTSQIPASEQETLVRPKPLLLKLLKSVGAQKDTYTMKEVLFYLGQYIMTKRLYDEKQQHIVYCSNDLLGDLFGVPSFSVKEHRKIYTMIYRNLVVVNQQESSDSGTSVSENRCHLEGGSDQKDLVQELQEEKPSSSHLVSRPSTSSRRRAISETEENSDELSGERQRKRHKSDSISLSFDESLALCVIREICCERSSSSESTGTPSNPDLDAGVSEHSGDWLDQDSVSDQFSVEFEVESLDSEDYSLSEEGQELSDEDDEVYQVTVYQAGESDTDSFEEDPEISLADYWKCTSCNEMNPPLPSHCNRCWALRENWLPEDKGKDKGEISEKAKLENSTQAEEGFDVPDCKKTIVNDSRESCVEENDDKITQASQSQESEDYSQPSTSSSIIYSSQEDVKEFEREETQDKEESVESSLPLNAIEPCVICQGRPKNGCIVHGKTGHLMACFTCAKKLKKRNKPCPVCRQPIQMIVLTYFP
TIM10 inh = growth inhibitors of TIM10 yeast strain | inhibition, % at 10 µM | 330,000 compounds, 1.4% hits | S. cerevisiae TIM10 strain growth, BacTiter-Glo luminescence, 24 h;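 active = inhibition of 40% or more at the single tested concentration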;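 also: wild-type TIM10 isogenic control strain grown at permissive 25 °C; 0% = DMSO yeast wells and 100% = minimal medium wells without yeast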
UPR CHOP act = apoptotic UPR (CHOP) activation; activation, % at 10 µM; AID 449763; CHO-CHOP luciferase reporter, luminescence; percent of tunicamycin response over DMSO baseline; 330,000 compounds, 0.34% hits;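 active = at 10 µM dose, activation of 40% or more, normalized to positive control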;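 also: 100% = tunicamycin at 10 µg/mL and 0% = DMSO alone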
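Material: CHO-CHOP cells, stable luciferase reporter of PERK-eIF2a-CHOP signalling; quantity: 500 reporter cells seeded per well; buffer or medium: F12 medium containing 10% fetal bovine serum; compound: one dose, 10 µM in 0.5% DMSO; incubation: 6 h compound treatment, 37 °C; measured by: Steady-Glo luciferase luminescence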
tim10-1 inh = tim10-1 yeast growth inhibition. S. cerevisiae tim10-1 ts strain growth, BacTiter-Glo, 24 h. inhibition, % at 20 µM. 330,000 compounds, 2.2% hits;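 active = inhibition of at least 40%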;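 also: mutant grown at 25 °C; 0% = DMSO wells with yeast and 100% = wells holding no yeast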
UPR XBP1 act = adaptive UPR (XBP1) activation; CHO-XBP1 luciferase reporter, IRE1-XBP1 UPR activation, luminescence; percent of tunicamycin response, DMSO as zero; activation, % at 20 µM; 330,000 compounds, 0.33% hits; AID 463104;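 active = versus positive control, 20 µM dose yields 30% or more activation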;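 also: 100% = tunicamycin at 10 µg/mL and 0% = DMSO only wells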
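Assay system: IRE1-XBP1 luciferase reporter CHO line. Input: 1000 cells/well. Buffer or medium: F12 with 10% serum. Doses: 20 µM, 1% DMSO. Times: overnight seeding at 37 °C, 6 h compound treatment at 37 °C. Technique: Steady-Glo luciferase glow luminescence, 10 min after reagent addition.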
697 NFkB inh = inhibitors of the PMA/ionomycin-induced NF-kB reporter in 697 B cells; AID 435022; 330,000 compounds, 0.33% hits; 697 B-cell NF-kB luciferase reporter, 16 h; inhibition, % at 4 µM; in the data active = inhibition above about 35%
tim23-1 inh = growth inhibitors of tim23-1 mutant yeast. S. cerevisiae tim23-1 growth, BacTiter-Glo luminescence, 24 h. inhibition, % at 20 µM. 330,000 compounds, 1.3% hits. AID 463212;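 active = growth inhibition of the mutant yeast at or above 50%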;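 also: temperature-sensitive mutant grown at 25 °C; plate controls were DMSO-treated mutant yeast for no effect and medium wells lacking yeast for full effect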
* = called active by the depositor; i = inactive.

SMILES	Jurkat NFkB inh	Mdm2 MdmX PPI	TIM10 inh	UPR CHOP act	tim10-1 inh	UPR XBP1 act	697 NFkB inh	tim23-1 inh
COc1ccc(NC(=S)N/C(=N/S(=O)(=O)c2ccc(C)cc2)c2ccccc2)cc1	-29	-42	33	2.6	28	8	-65	24
CCOc1ccc(NC(=O)CSc2ccc(-c3ccccn3)nn2)cc1	12	24	0	1.1	6	0	-6	-6
CN1CCN(c2ccc(Nc3ccnc4cc(Cl)ccc34)cc2)CC1	-15	78*	-230	1.1	-47	-3	8	-35
Cc1ccc(OCCOCCN2CCCCC2)c([N+](=O)[O-])c1	3	9	-2	-0.4	22	0	-13	-2
CCC1CCCCN1C(=O)Cn1c(=O)n(CCC(=O)NCc2ccco2)c(=O)c2sccc21 (stereo not drawn)	9	18	9	1.9	8	-2	2	-7
CC(OC(=O)Cc1ccc(Cl)cc1)C(=O)NC1CCCCC1C (stereo not drawn)	2	13	4	0.3	22	4	-1	22
CC(OC(=O)C12CC3CC(CC(O)(C3)C1)C2)C(N)=O (stereo not drawn)	8	16	-19	-0.5	-11	-4	5	0
COc1ccc2oc(C(=O)OCC(=O)Nc3ccccc3)c(C)c2c1	6	5	-10	1.1	-32	-5	-19	-13
COc1ccc(S(=O)(=O)N2CCCCC2)cc1NC(=O)C1CC1C (stereo not drawn)	12	-12	15	0.4	19	-3	9	18
COc1ccc(N2CCN(C(=O)c3cc4c(=O)n(Cc5ccccc5)ccc4nc3C)CC2)cc1	-18	-16	29	1.1	28	-2	-62	15
O=C(Cn1cnc2c(cnn2-c2ccccc2)c1=O)Nc1ccc(S(=O)(=O)N2CCOCC2)cc1	20	7	-1	-0.1	-1	-1	19	-1
Cc1sc2nc(COC(=O)c3ccc(N4CCCC4)c([N+](=O)[O-])c3)[nH]c(=O)c2c1C	-17	12	-7	-1.0	10	0	0	4
CCOC(=O)C1=C(C)N(CCCCCC(=O)O)C(=O)NC1c1ccccc1Cl (stereo not drawn)	-6	7	5	-1.6	-4	-2	12	-2
O=C(N/N=C/c1cn(Cc2ccccc2)c2ccccc12)c1cc(O)cc(O)c1	7	9	3	0.1	7	-4	8	10
O=C(N/N=C/c1ccc(O)cc1)c1ccncc1	-39	-23	-17	0.1	29	-6	-10	-7
Cn1c(-c2ccc(C(C)(C)C)cc2)n[nH]c1=S	3	-11	9	0.8	23	0	-20	16
CC(C)c1nc2sc3c(=O)[nH]cnc3c2c2c1CCC2	-8	-17	2	1.3	29	3	-39	12
COc1ccc(-c2nnn(CC(=O)N(CCCO)C(C(=O)NC3CCCC3)c3ccncc3)n2)cc1 (stereo not drawn)	7	7	5	0.9	-6	-4	0	7
COc1ccccc1C1=NOC(COc2ccc3c(C)cc(=O)oc3c2)C1 (stereo not drawn)	67*	58*	-9	1.1	13	16	-4	27
Cc1ccc(Nc2nc(N)nc(CN3CCC(C)CC3)n2)c(C)c1	-7	-36	3	1.9	-7	-3	5	12
CCc1ccc(CN(C)C(C)C(=O)Nc2ccc(S(=O)(=O)N3CCCC3)cc2)cc1 (stereo not drawn)	9	20	14	-1.3	25	0	2	22
CN(C)c1ccc(N=Nc2ccccc2Br)cc1	-132	-86	3	-0.2	23	-11	-279	25
CCOC(=O)N1CCC(N2CC34C=CC(O3)C(C(=O)Nc3ccc(C)cc3)C4C2=O)CC1 (stereo not drawn)	-6	-17	2	-1.1	10	0	-1	15
O=C(c1cn(-c2ccccc2)nc1-c1ccc(Cl)cc1)N1CCOCC1	2	-9	31	-1.1	35	-2	4	46
COc1ccc(N(C=O)C(C(=O)Nc2c(C)cccc2C)c2ccccc2)cc1 (stereo not drawn)	-7	7	-5	2.4	16	-4	8	16

Some of these compounds in order of number of heavy atoms, rising:
SMILES	Jurkat NFkB inh	Mdm2 MdmX PPI	TIM10 inh	UPR CHOP act	tim10-1 inh	UPR XBP1 act	697 NFkB inh	tim23-1 inh
O=C(N/N=C/c1cn(Cc2ccccc2)c2ccccc12)c1cc(O)cc(O)c1	7	9	3	0.1	7	-4	8	10
Cc1sc2nc(COC(=O)c3ccc(N4CCCC4)c([N+](=O)[O-])c3)[nH]c(=O)c2c1C	-17	12	-7	-1.0	10	0	0	4
O=C(Cn1cnc2c(cnn2-c2ccccc2)c1=O)Nc1ccc(S(=O)(=O)N2CCOCC2)cc1	20	7	-1	-0.1	-1	-1	19	-1

Taken from above.
Cn1c(-c2ccc(C(C)(C)C)cc2)n[nH]c1=S in 697 NFkB inh shows -20
COc1ccc(N(C=O)C(C(=O)Nc2c(C)cccc2C)c2ccccc2)cc1 (stereo not drawn) in Mdm2 MdmX PPI shows 7
COc1ccccc1C1=NOC(COc2ccc3c(C)cc(=O)oc3c2)C1 (stereo not drawn) in tim23-1 inh shows 27
COc1ccc(-c2nnn(CC(=O)N(CCCO)C(C(=O)NC3CCCC3)c3ccncc3)n2)cc1 (stereo not drawn) in tim23-1 inh shows 7
CCOC(=O)N1CCC(N2CC34C=CC(O3)C(C(=O)Nc3ccc(C)cc3)C4C2=O)CC1 (stereo not drawn) in Mdm2 MdmX PPI shows -17
O=C(Cn1cnc2c(cnn2-c2ccccc2)c1=O)Nc1ccc(S(=O)(=O)N2CCOCC2)cc1 in tim23-1 inh shows -1

More compounds follow:
SMILES	Jurkat NFkB inh	Mdm2 MdmX PPI	TIM10 inh	UPR CHOP act	tim10-1 inh	UPR XBP1 act	697 NFkB inh	tim23-1 inh
Cc1nn(C(=O)c2ccco2)c(C)c1Sc1ccccc1	4	4	-8	1.5	-9	-6	9	-8
COc1ccc(/C=C(\NC(=O)c2ccc(C)cc2)C(=O)N2CCCCC2)cc1	12	-14	23	2.6	22	-2	9	21
Cn1c2ccccc2c2cc(/C=C(\NC(=O)c3ccccc3)C(=O)NCC(=O)O)ccc21	0	21	-2	0.1	-10	0	7	14
COc1ccc(NC2CCCN(C(=O)c3csc(C(C)C)n3)C2)cc1OC (stereo not drawn)	-1	11	14	3.6	-9	0	-7	-3
Cc1nc2ccc(NC(=S)N3CCC(C)CC3)cc2nc1C	1	-19	7	2.4	5	1	-9	-1
Cn1c(/C(C#N)=C/c2cccc(O)c2)nc2ccccc21	-2	-6	43*	7.8	39	1	-13	42
O=C(c1ccc(NS(=O)(=O)c2ccc(Cl)c(Cl)c2)cc1)N1CCOCC1	10	6	6	0.0	8	2	9	12
O=C(COC(=O)c1cc(=O)[nH]c2ccccc12)Nc1ccc(Cl)cn1	17	-3	-8	0.1	-6	-3	28	-13
CC(=O)Nc1ccc(NC(=O)C(C)Sc2nc3nc(C)cc(C)n3n2)cc1 (stereo not drawn)	12	17	2	1.8	5	0	19	9
CCOC(=O)C(NCCCO)c1ccccc1 (stereo not drawn)	-11	10	5	-0.6	6	0	-12	11
CC1CCN(c2nc(-c3cccnc3)nc3scc(-c4ccccc4)c23)CC1	2	17	8	1.7	27	5	-11	20
c1ccc(Nc2ccccc2)cc1	2	-1	-10	0.0	-2	1	10	-10
CC(C)C[C@H](NC(=O)c1nc[nH]c1C(=O)N1CCN(C(=O)OC(C)(C)C)CC1)C(=O)OC(C)(C)C	-16	91*	15	1.6	14	-2	i	10
COc1ccc(CCNC(=O)COc2cc(C)cc3oc(=O)cc(C)c23)cc1	0	21	8	1.1	17	1	9	13
COC(=O)C1(C(C[N+](=O)[O-])c2ccc(C)cc2)C(=O)NCC1c1ccco1 (stereo not drawn)	2	14	-11	-0.2	5	0	0	-3
CCOC(=O)c1oc2cc(O)c(CC)cc2c(=O)c1-c1cscn1	-7	-6	13	-1.8	23	3	9	22
NS(=O)(=O)c1ccc(CCNC(=S)NC(=O)c2ccccc2Br)cc1	3	18	-15	-1.8	-3	-1	-12	-5
O=C(/C(=C/c1ccccc1)n1cncn1)c1ccc(Cl)cc1Cl	4	-16	82*	0.6	80*	0	-14	92*
COc1cccc(-n2c(=O)c3cc(OC)c(OC)cc3n(CC(=O)Nc3cc(C)[nH]n3)c2=O)c1	-4	-23	-1	2.1	10	0	17	14
COc1ccc(/C=N/Nc2nc(Nc3ccccc3)nc(N3CCCCC3)n2)c(OC)c1	6	11	41*	1.6	30	-2	-20	25
Cc1ccc(S(=O)(=O)NCc2ccccc2)cc1C(=O)NC(C)c1ccc(S(N)(=O)=O)cc1 (stereo not drawn)	5	35	4	1.5	-21	-1	14	-17
Cc1cccc(-n2c(-c3ccco3)nc3nc4ccccc4nc32)c1	-3	6	14	-0.2	11	-1	23	8
C/C(=N\S(=O)(=O)c1ccc(C)cc1)NC(=S)Nc1ccc(C)cc1	-8	-8	28	0.8	13	0	-5	26
Cc1onc(-c2ccccc2)c1C(=O)OCC(=O)N(C)c1c(N)n(Cc2ccccc2)c(=O)[nH]c1=O	-6	-2	1	-1.0	3	0	21	-2
O=C(N/N=C/c1sc(=O)n(-c2ccccc2)c1Cl)c1ccncc1	7	14	2	2.2	15	1	29	5

Additional compounds follow:
SMILES	Jurkat NFkB inh	Mdm2 MdmX PPI	TIM10 inh	UPR CHOP act	tim10-1 inh	UPR XBP1 act	697 NFkB inh	tim23-1 inh
CCCCCC(=O)Nc1sc(C)c(C)c1C#N	-5	-15	30	2.2	31	3	-19	33
O=C1CC(C(=O)N(c2cccc(F)c2)C(C(=O)NC2CCCC2)c2ccccn2)CS1 (stereo not drawn)	-8	1	11	-0.9	3	0	3	8
CC(=O)c1ccc(NC(=O)C(C)Sc2n[nH]c(-c3cccnc3)n2)cc1 (stereo not drawn)	6	0	6	1.5	-22	4	-3	-5
O=C(Nc1nncs1)c1ccc(Br)c(S(=O)(=O)N2CCCC2)c1	-9	11	12	-0.3	21	-1	-23	4
CCc1ccc(-c2cc(C)no2)cc1S(=O)(=O)N1CCOc2ccc(C)cc21	3	28	-22	-0.9	-11	-5	-60	9
Cc1cc2cc(CNC(=S)Nc3ccc(OC(F)F)cc3)ccc2[nH]1	10	27	14	0.0	23	-3	-11	25
O=C(CCCN1C(=O)c2cccc3cccc(c23)C1=O)Nc1ccon1	-1	-17	2	0.0	-1	0	12	10
CCC(C)C1C(C#N)=C(N)Oc2n[nH]c(-c3ccccc3)c21 (stereo not drawn)	1	-16	24	0.5	20	4	-8	11
CCn1c(SCC(=O)NCc2ccco2)nnc1C1CCCC1	1	18	4	0.9	12	-3	-1	6
CCCCN(CC)Cc1ccc(CNC(=O)Nc2ccc(Cl)cc2)o1	-10	32	-6	0.1	1	-4	17	4
CCc1ccc2oc(-c3cc(N)cc(C)c3O)nc2c1	-18	-68	-19	0.5	22	-2	-18	26
CC(NC(=O)CSc1nc2sc3c(c2c(=O)n1-c1ccccc1)CCCC3)c1ccccc1 (stereo not drawn)	3	51*	32	3.2	27	0	-21	31

Rewritten with values under each structure: entries from further up
Fields – Jurkat NFkB inh, Mdm2 MdmX PPI, TIM10 inh, UPR CHOP act, tim10-1 inh, UPR XBP1 act, 697 NFkB inh, tim23-1 inh
Cc1nc2ccc(NC(=S)N3CCC(C)CC3)cc2nc1C
→ 1, -19, 7, 2.4, 5, 1, -9, -1
Cn1c(/C(C#N)=C/c2cccc(O)c2)nc2ccccc21
→ -2, -6, 43*, 7.8, 39, 1, -13, 42
O=C(c1ccc(NS(=O)(=O)c2ccc(Cl)c(Cl)c2)cc1)N1CCOCC1
→ 10, 6, 6, 0.0, 8, 2, 9, 12
